Source: PubChem (National Center for Advancing Translational Sciences (NCATS))
PGK inhibitor = inhibitors of T. brucei phosphoglycerate kinase; P07378; PGK/GAPDH coupled, Kinase-Glo luminescence, 60 min; Potency, µM (top dose mostly 57.5 µM), for inactives: at the highest dose activity change, negative = inhibition, actives largely listed as inhibitors; 380,000 tested, 0.043% active; further: on the % scale 0 is the no-effect control and ±100 the full control effect; nearly all actives have a fitted effect of over 60% in size
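Luminescent ATP detection (Kinase-Glo Plus) follows a 60-minute room-temperature incubation, with wells lacking PGK as controls. Buffer: 100 mM TEA (pH 7.6), 5 mM MgCl2, 0.01% Tween-20. Coupling enzyme GAPDH (100 nM final) supplies unstable 1,3-BPG in-well.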
POLI inh = DNA polymerase iota (human) inhibition; Q9UNA4; Pol iota fluorescent replication assay, 10 min; Potency, µM (doses to about 115 µM), for inactives: at the top dose activity, negative = inhibition, usual class: inhibitors; 390,000 tested, 1% active; AID 588590
Target sequence (Q9UNA4 whole entry, looked up): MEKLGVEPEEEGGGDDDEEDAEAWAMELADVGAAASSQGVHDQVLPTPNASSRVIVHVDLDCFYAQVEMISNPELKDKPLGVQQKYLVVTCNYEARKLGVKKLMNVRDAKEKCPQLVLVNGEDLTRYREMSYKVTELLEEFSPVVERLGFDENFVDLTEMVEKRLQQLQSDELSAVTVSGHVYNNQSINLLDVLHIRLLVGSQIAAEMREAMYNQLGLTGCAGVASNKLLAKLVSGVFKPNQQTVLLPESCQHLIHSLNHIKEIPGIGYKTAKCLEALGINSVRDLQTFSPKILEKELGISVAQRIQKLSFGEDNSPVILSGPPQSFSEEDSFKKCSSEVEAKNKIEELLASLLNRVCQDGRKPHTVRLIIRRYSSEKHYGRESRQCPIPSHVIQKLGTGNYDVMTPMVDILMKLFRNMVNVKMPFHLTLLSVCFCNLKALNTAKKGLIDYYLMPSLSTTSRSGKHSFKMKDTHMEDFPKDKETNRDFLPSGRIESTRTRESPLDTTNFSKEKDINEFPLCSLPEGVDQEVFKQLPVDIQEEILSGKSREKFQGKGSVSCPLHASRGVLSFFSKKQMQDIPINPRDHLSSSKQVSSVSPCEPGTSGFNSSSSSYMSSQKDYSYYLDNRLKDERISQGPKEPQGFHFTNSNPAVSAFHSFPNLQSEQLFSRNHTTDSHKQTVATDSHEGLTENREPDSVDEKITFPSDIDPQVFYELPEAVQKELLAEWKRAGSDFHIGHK
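Pol iota at 10 nM preincubated 15 min with compounds at room temperature; reaction started with fluorescent substrate, 50 nM final. Fluorescence read kinetically at 0 and 10 min; buffer-only wells as negative control.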
GLS inhibitor = inhibitors of human glutaminase (GLS) | O94925 | GLS enzymatic activity, qHTS titration | Potency, µM (titrated, usually from 45.5 µM), for inactives: at the highest dose activity change, negative = inhibition, actives largely listed as inhibitors | 410,000 tested, 0.21% active; further: on the % scale 0 is the no-effect control and ±100 the full control effect
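Coupled fluorescence readout: glutamate oxidase/HRP/Amplex Red detect glutamate formed by hKGA from L-glutamine (1 mM solution added). Buffer 45 mM KH2PO4 pH 8.2, 0.02% Tween-20; reads at t0 and 30 min RT.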
HP1b binding inh = HP1-beta chromodomain-methylated histone interaction inhibition; AlphaScreen HP1-beta / biotin-H3K9me3 peptide binding; Potency, µM (highest dose often 114 µM), without a hit: at the highest dose activity change, negative = inhibition, actives largely listed as inhibitors; 390,000 tested, 0.56% active; further: nearly all actives have a fitted effect of over 70% in size; inactives centre near 23
Target sequence (P83916 whole entry, looked up): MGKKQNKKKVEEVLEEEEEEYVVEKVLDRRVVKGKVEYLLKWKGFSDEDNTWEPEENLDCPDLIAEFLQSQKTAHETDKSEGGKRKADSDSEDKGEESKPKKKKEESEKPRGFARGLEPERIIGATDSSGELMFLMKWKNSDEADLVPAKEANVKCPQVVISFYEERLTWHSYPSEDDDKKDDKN
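AlphaScreen: HP1-beta (50 nM) preformed 30 min with biotin-H3(1-18)K9me3 peptide (50 nM) in PBS pH 7.4, 0.01% Tween-20. Compound added for 30 min at RT, then streptavidin donor/nickel chelate acceptor beads (10 ug/mL) for 30 min.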
Pin1 inhibitor = blocks the human prolyl isomerase Pin1. Q13526. Pin1 FP peptide displacement, HiFluor488, 10 min. Potency, µM (top dose mostly 115 µM), without a hit: top-dose activity, negative = inhibition, most hits filed as inhibitors. 390,000 tested, 0.009% active. AID 504891; active means well fitted inhibition curve with a large enough effect in the polarisation, with a control signal flat, not every such curve was filed as active; inconclusive means small, poorly fitted or top-dose-only effect, or effect the other way, or a change in a side signal; inactive means no such curve, though single readings can be large or run the other way; the % refers to the polarisation; further: on the % scale 0 is the no-effect control and ±100 the full control effect
Target sequence (Q13526 whole entry, looked up): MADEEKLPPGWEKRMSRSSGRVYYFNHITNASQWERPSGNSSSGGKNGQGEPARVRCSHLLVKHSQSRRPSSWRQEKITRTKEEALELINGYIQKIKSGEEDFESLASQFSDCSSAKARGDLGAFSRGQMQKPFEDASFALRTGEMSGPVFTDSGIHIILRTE
BAZ2B inh = blocks human BAZ2B | Q9UIF8 | AlphaScreen BAZ2B-H3K14Ac peptide displacement | Potency, µM (doses to about 114 µM), for the others: top-dose activity change, negative = inhibition, hits mostly inhibitors | 360,000 tested, 4.4% active | AID 504333; further: on the % scale 0 is the no-effect control and ±100 the full control effect; nearly all actives have a fitted effect of over 60% in size
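In this displacement format the biotinylated H3(5-23) peptide acetylated at Lys14 serves as ligand at 50 nM, with BAZ2B at 50 nM in PBS pH 7.4 containing 0.01% Tween-20. Donor and acceptor beads are 10 ug/mL final.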
G9a inh = G9a (human) methyltransferase inhibition; Q96KQ7; G9a H3K9 monomethylation, AlphaScreen, 2 h; Potency, µM (highest dose often 102 µM), inactives show at the highest dose activity, negative = inhibition, actives largely listed as inhibitors; 350,000 tested, 8.8% active; AID 504332; further: on the % scale 0 is the no-effect control and ±100 the full control effect; nearly all actives have a fitted effect of over 75% in size
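G9a (20 nM) was preincubated 15 min with compound, then reacted 2 h at room temperature with 500 nM biotin-H3K9 peptide and 20 µM SAM. Monomethyl-H3K9 detected by AlphaScreen using anti-H3K9me1 antibody.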
JMJD2A Tudor inh = inhibitors of human JMJD2A Tudor domain | AID 504339 | AlphaScreen JMJD2A-Tudor / H3K4me3 peptide binding | Potency, µM (top dose mostly 114 µM), without a hit: top-dose activity change, negative = inhibition, most hits filed as inhibitors | 390,000 tested, 4.4% active; further: on the % scale 0 is the no-effect control and ±100 the full control effect; nearly all actives have a fitted effect of over 50% in size
BLM inh = blocks DNA unwinding by human BLM helicase. recombinant BLM DNA unwinding, fluorescence dequenching. 350,000 tested, 0.2% active. Potency, µM (series often up to 56.1 µM), inactives show at the highest dose activity change, negative = inhibition, actives largely listed as inhibitors;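 further: plate controls were vehicle for no effect and no enzyme for full effect; nearly all actives have a fitted effect of over 35% in size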
Starred values were filed as active, the others as inactive; & = joins results of further samples; [ ] = dose if it differs, or a comment. Unless noted, the call rests on the fitted dose curve; in most records, active means well fitted curve in the direction sought with a large enough effect; inconclusive means small, poorly fitted or top-dose-only effect, or another doubt; inactive means no such curve, though single readings can be large; an effect the other way counts as inactive or inconclusive. Potency means the concentration at half of the fitted maximal effect.

`COc1ccc(NC(=O)c2cc3n(n2)C(C(F)(F)F)CC(c2ccco2)N3)cc1` (stereo unspecified) gave PGK inhibitor -4.2%, POLI inh 22.8%, GLS inhibitor 6.4%, HP1b binding inh -25.0%, Pin1 inhibitor inconclusive, G9a inh inconclusive, JMJD2A Tudor inh -27.1% and BLM inh -1.3%.
Screening OCCc1ccccc1 returned PGK inhibitor -9.4%, POLI inh -4.5%, GLS inhibitor 0.1%&4.2%, HP1b binding inh 19.9%, Pin1 inhibitor -2.8%, JMJD2A Tudor inh -21.6% and BLM inh 4.8%.
For Cc1cccc(NC(=O)CSc2nnc(-c3ccco3)o2)c1C the results were PGK inhibitor inactive, POLI inh -5.7%, GLS inhibitor 2.6%, HP1b binding inh 25.4%, Pin1 inhibitor -8.4%, BAZ2B inh 1.9%, G9a inh -6.4%[59 µM], JMJD2A Tudor inh -3.3% and BLM inh -2.2%.
`CCOC(=O)NC(c1cccc(Cl)c1)C1CCCCCC1=O` (stereo unspecified) gave PGK inhibitor -6.7%, POLI inh 33.9%[activator], GLS inhibitor -0.7%, HP1b binding inh 12.4%, Pin1 inhibitor 0.6%, BAZ2B inh -2.5%, G9a inh 6.0%[59 µM], JMJD2A Tudor inh 3.0% and BLM inh 1.5%.
Screening O=c1c2nncn2ccn1-c1ccc(F)c(F)c1 returned PGK inhibitor 9.5%, POLI inh -4.2%, GLS inhibitor -6.0%, HP1b binding inh 33.2%, Pin1 inhibitor 1.6%, BAZ2B inh -11.2%, G9a inh 8.9%[59 µM], JMJD2A Tudor inh -9.9% and BLM inh -15.3%.
Screening C=C(C)CSc1nc(N)cc(=O)[nH]1 returned PGK inhibitor inactive, POLI inh -4.4%, GLS inhibitor -4.2%, HP1b binding inh 24.2%, Pin1 inhibitor 3.5%, BAZ2B inh -2.8%, G9a inh inconclusive, JMJD2A Tudor inh -3.2% and BLM inh -4.5%.
Screening CCOC(=O)c1cc2c(=O)n3ccccc3nc2n(Cc2ccco2)c1=NC(=O)c1c(F)cccc1Cl returned PGK inhibitor -9.0%, POLI inh inconclusive, GLS inhibitor 16.6%, HP1b binding inh 28.2%, Pin1 inhibitor inconclusive, BAZ2B inh -17.3%, G9a inh 9.4%[59 µM], JMJD2A Tudor inh -13.3% and BLM inh -2.4%.
Screening Cc1cc(C(=O)COc2ccccc2Cl)c(C)n1-c1ccc2c(c1)OCO2 returned PGK inhibitor 1.1%, POLI inh 39.5%[activator], GLS inhibitor 1.4%, HP1b binding inh 19.0%, Pin1 inhibitor 15.8%, BAZ2B inh -8.8%, G9a inh inconclusive, JMJD2A Tudor inh -20.0% and BLM inh -12.1%.
For Cc1sc2nc(CN(Cc3cccs3)C(=O)NC3CCCCC3)[nH]c(=O)c2c1C the results were PGK inhibitor inactive, POLI inh inconclusive, GLS inhibitor 12.8%, HP1b binding inh -2.4%, Pin1 inhibitor 23.2%, BAZ2B inh 19.3%, G9a inh 28.6%, JMJD2A Tudor inh -24.1% and BLM inh -6.3%.
Screening COc1ccccc1NC(=O)NNC(=O)c1ccc2c(c1)NC(=O)C(C)(C)O2 returned PGK inhibitor -4.3%, POLI inh 10.0%, GLS inhibitor -23.3%, HP1b binding inh 16.7%, Pin1 inhibitor -6.6%, BAZ2B inh -9.7%, G9a inh 10.1%, JMJD2A Tudor inh -3.8% and BLM inh -4.0%.
`COc1ccc(-c2noc(-c3ccccc3C(=O)Nc3cccnc3)n2)cc1OC` gave POLI inh 64.8%[activator], GLS inhibitor -0.2%, HP1b binding inh 11.5%, Pin1 inhibitor 0.2%, BAZ2B inh -22.1%, G9a inh -16.9%[12.7 µM], JMJD2A Tudor inh -14.1% and BLM inh 0.2%.
CCOc1ccc(NC(=O)CSc2n[nH]c(=O)n2-c2ccccc2)cc1 was read as PGK inhibitor -2.7%, POLI inh 16.4%, GLS inhibitor 6.2%, HP1b binding inh 19.8%, Pin1 inhibitor 2.6%, BAZ2B inh 5.6%, G9a inh 0.5%[12.7 µM], JMJD2A Tudor inh -11.2% and BLM inh -2.4%.
Screening COc1ccc(OC)c(C(=O)N(C)C2CCCN(Cc3ccccc3F)C2)c1 (stereo unspecified) returned PGK inhibitor 1.5%, POLI inh 14.6%, GLS inhibitor 0.7%, HP1b binding inh 6.5%, Pin1 inhibitor 6.6%, BAZ2B inh -0.4%, G9a inh 13.5%, JMJD2A Tudor inh -17.6% and BLM inh -0.2%.
`Cc1cccc(Cn2nc(C)cc2NC(=O)Cn2cc([N+](=O)[O-])cn2)c1` gave PGK inhibitor inactive, POLI inh 27.2%, GLS inhibitor 1.4%, HP1b binding inh 18.1%, Pin1 inhibitor -1.1%, BAZ2B inh -12.0%, G9a inh 7.8%, JMJD2A Tudor inh -19.9% and BLM inh -6.6%.
Screening Cc1ccccc1NC(=S)NC1CC2CCC(C1)N2Cc1ccco1 (stereo unspecified) returned POLI inh inconclusive, GLS inhibitor 15.0%, HP1b binding inh 15.2%, Pin1 inhibitor -6.5%, BAZ2B inh 10.4%[57.1 µM], G9a inh -10.7%, JMJD2A Tudor inh -23.3% and BLM inh 1.0%.
`O=S(=O)(NCCc1ccccc1)c1cccs1` gave PGK inhibitor -3.9%, POLI inh -29.6%, GLS inhibitor -8.8%, HP1b binding inh 2.2%, Pin1 inhibitor 1.6%, BAZ2B inh 5.6%, G9a inh -11.1%, JMJD2A Tudor inh -4.2% and BLM inh -0.4%.
CN1CC(=O)N(CC(=O)N2CCC(Cc3ccccc3)CC2)C1=O was read as PGK inhibitor inactive, POLI inh -24.6%, GLS inhibitor 7.5%, HP1b binding inh 29.9%, Pin1 inhibitor -6.0%, BAZ2B inh -27.8%, G9a inh inconclusive, JMJD2A Tudor inh -22.5% and BLM inh 0.4%.
O=C(CCc1nnc(CCC2CCCCC2)o1)NCCn1cccn1 was read as PGK inhibitor 11.0%, POLI inh 10.6%, GLS inhibitor -0.2%, HP1b binding inh 24.8%, Pin1 inhibitor 8.2%, BAZ2B inh -1.8%, G9a inh -2.7%, JMJD2A Tudor inh inconclusive and BLM inh -1.5%.
`O=c1ccc(-c2ccc(S(=O)(=O)Nc3ccccc3)o2)n[nH]1` gave PGK inhibitor inactive, POLI inh 24.6%, GLS inhibitor -5.8%, HP1b binding inh 59.3%[activator], Pin1 inhibitor -2.1%, BAZ2B inh -8.4%, JMJD2A Tudor inh -13.0% and BLM inh -0.5%.
`Cn1cc(S(=O)(=O)N2CCc3ccccc32)cc1C(=O)NC1CCCCC1` gave PGK inhibitor -7.3%, POLI inh 23.5%, GLS inhibitor 5.2%, HP1b binding inh 29.5%, Pin1 inhibitor -6.0%, BAZ2B inh -9.2%, G9a inh 25.1%, JMJD2A Tudor inh -25.2% and BLM inh 2.4%.
COc1ccc(/C=C/C(=O)Nc2cccnc2Cl)cc1 was read as PGK inhibitor -7.3%, POLI inh 3.1%, GLS inhibitor 2.2%, HP1b binding inh 50.0%[activator], Pin1 inhibitor 1.1%, BAZ2B inh -3.5%, G9a inh -0.3%, JMJD2A Tudor inh 0.3% and BLM inh -2.3%.
For O=c1[nH]c2ccccc2n1CCCOc1ccccc1 the results were PGK inhibitor -7.5%, POLI inh 9.6%, GLS inhibitor -1.7%, HP1b binding inh 57.0%[activator], Pin1 inhibitor -3.5%, BAZ2B inh 0.6%, G9a inh -10.4%[59 µM], JMJD2A Tudor inh -15.2% and BLM inh -1.4%.
`CCCCCn1c(C(C)NC(=O)c2ccccc2)nc2ccccc21` (stereo unspecified) gave PGK inhibitor -2.3%, POLI inh -6.6%, GLS inhibitor 5.0%, HP1b binding inh 21.8%, Pin1 inhibitor -0.2%, BAZ2B inh 4.8%, G9a inh 7.1%[59 µM], JMJD2A Tudor inh -11.3% and BLM inh -2.0%.
Screening CC(C)OCCCn1c(=O)c2ccccc2n2c(-c3ccc(F)c(F)c3)nnc12 returned PGK inhibitor inactive, POLI inh -7.1%, GLS inhibitor 16.7%, HP1b binding inh -25.5%, Pin1 inhibitor 21.3%, BAZ2B inh 50.1µM*, G9a inh inconclusive, JMJD2A Tudor inh inconclusive and BLM inh -0.1%.
`COc1ccc(CCN(CC(=O)NC2CCCC2)C(=O)CCC(=O)Nc2cc(C)on2)cc1OC` gave PGK inhibitor -0.1%, POLI inh 15.1%, GLS inhibitor 2.5%, HP1b binding inh 28.3%, Pin1 inhibitor -5.1%, BAZ2B inh -6.1%, G9a inh 20.4%[59 µM], JMJD2A Tudor inh 4.4% and BLM inh -2.4%.
For FC(F)(F)c1ccc(C2[C@H]3CN(Cc4ccc(-c5ccccc5)cc4)[C@H](c4ccccc4)C34CC2(c2cccnc2)C4)cc1 (stereo partly specified) the results were PGK inhibitor -8.7%, POLI inh -1.2%, GLS inhibitor 1.0%, HP1b binding inh 52.2%[activator], Pin1 inhibitor 25.0%, BAZ2B inh -1.6%, G9a inh 12.7%[12.7 µM], JMJD2A Tudor inh -23.9% and BLM inh 1.9%&-7.0%.
Screening CCOc1ccc(-n2c(SC)nc3c(c2=O)SCC3)cc1 returned PGK inhibitor -2.9%, POLI inh 2.5%, GLS inhibitor 4.3%, HP1b binding inh 6.2%, Pin1 inhibitor 2.7%, BAZ2B inh 0.0%, G9a inh -9.5%[59 µM], JMJD2A Tudor inh -15.9% and BLM inh 0.4%.
For CC(CNC(=O)c1ccc(C(C)(C)C)cc1)CN(C)C (stereo unspecified) the results were PGK inhibitor 3.2%, POLI inh 10.2%, GLS inhibitor 22.1%, HP1b binding inh 19.0%, Pin1 inhibitor -4.2%, BAZ2B inh 14.5%, G9a inh inconclusive, JMJD2A Tudor inh -21.3% and BLM inh 5.4%.
C[C@H](CO)N1C[C@H](C)[C@@H](CN(C)Cc2ccccc2)Oc2c(NS(=O)(=O)c3ccc(F)cc3)cccc2C1=O was read as PGK inhibitor -9.9%, POLI inh 2.4%, GLS inhibitor 1.2%, HP1b binding inh 25.1%, Pin1 inhibitor -1.5% and JMJD2A Tudor inh -16.6%.

A portion of the library (hit frequency here may not be typical).
